# Bioassay records: PubChem, several laboratories
# C-LANA FP – KSHV C-LANA DNA binding inhibition | MBP-C-LANA/FAM-LBS DNA binding, fluorescence polarization | inhibition, % at 9 µM | 0.078% of 340,000 active;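 active = highest replicate inhibition at or above 60% at 9 µM, even if other replicates fall short; inactive = all replicates below 60% inhibition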;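 note: 0% = neutral control wells and 100% = 4 µM acridine orange control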
# Mot1-301 SUMO – inhibitors of SUMOylation pathway: yeast Mot1-301 growth rescue; S. cerevisiae Mot1-301 growth rescue, ATP luminescence, 38.5C; percent above DMSO median, 100 means doubled; growth rescue, % at 18.8 µM; 1% of 320,000 active;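 active = every valid replicate shows activation above 250% relative to neutral control wells; inactive = the rest, any valid replicate at or below 250%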;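 note: OY570 slx delta 5 strain wells were the positive control but not used for scaling; some compounds called inactive have numbers as strong as hits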
# PvdQ inh – P. aeruginosa PvdQ acylase inhibition; purified PvdQ acylase, fluorescence plate reader; inhibition, % at 10 µM; 0.063% of 340,000 active; in the data active = inhibition above about 30%, passing the limit was not always enough;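 note: 0% = vehicle neutral wells and 100% = reference inhibitor wells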
# PfHsp90 yeast 2 – inhibits growth of yeast expressing Plasmodium falciparum Hsp90; S. cerevisiae expressing PfHsp90, BacTiter-Glo ATP, 48 h; yeast lacking PDR1 and PDR3 efflux regulators; inhibition, % at 9.4 µM; 0.32% of 310,000 active;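 active = every replicate shows inhibition above about 80%, whatever the replicate mean, limit read from the data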;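 note: 0% = DMSO neutral controls and 100% = 20 µM radicicol positive controls; yeast relying on Plasmodium falciparum Hsp90 in place of its own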
# RTF Ca sens act – increases calcium sensitivity of human cardiac regulated thin filaments | 0.24% of 340,000 active | IANBD-labeled TnC RTF fluorescence at EC20 calcium; 0% EC20 calcium, 100% full calcium | activation, % at 7.2 µM;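 active = activation above the mean over all tested compounds plus 3 SD, cut at about 30% in these data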;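 note: rise in fluorescence read as greater calcium sensitivity of cardiac thin filaments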
# Cardiac RTF inh – cardiac RTF calcium desensitization | inhibition, % at 7.15 µM | IANBD-labeled cardiac RTF, Ca2+ fluorescence | 0.12% of 340,000 active | P19429+P45379;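 active = inhibition above the mean inhibition of all tested compounds plus 3 SD, cut at about 17% in these data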;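 note: assay run at fixed EC70 calcium of 1.6 mM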
# Keap1 Nrf2 FP – inhibitors of human Keap1-Nrf2 protein-protein interaction; Keap1 Kelch-Nrf2 peptide fluorescence polarization, 1536-well; 0.15% of 340,000 active; inhibition, % at 9.4 µM; Q14145; in the data active = inhibition above about 12%;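 note: human Keap1 Kelch domain with fluorescein labeled Nrf2 9mer peptide probe; 0% = neutral control wells and 100% = peptide positive control; higher means more block of Keap1 binding to Nrf2 peptide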
# Target sequence (Q14145 whole entry, looked up, the tested form may be a part): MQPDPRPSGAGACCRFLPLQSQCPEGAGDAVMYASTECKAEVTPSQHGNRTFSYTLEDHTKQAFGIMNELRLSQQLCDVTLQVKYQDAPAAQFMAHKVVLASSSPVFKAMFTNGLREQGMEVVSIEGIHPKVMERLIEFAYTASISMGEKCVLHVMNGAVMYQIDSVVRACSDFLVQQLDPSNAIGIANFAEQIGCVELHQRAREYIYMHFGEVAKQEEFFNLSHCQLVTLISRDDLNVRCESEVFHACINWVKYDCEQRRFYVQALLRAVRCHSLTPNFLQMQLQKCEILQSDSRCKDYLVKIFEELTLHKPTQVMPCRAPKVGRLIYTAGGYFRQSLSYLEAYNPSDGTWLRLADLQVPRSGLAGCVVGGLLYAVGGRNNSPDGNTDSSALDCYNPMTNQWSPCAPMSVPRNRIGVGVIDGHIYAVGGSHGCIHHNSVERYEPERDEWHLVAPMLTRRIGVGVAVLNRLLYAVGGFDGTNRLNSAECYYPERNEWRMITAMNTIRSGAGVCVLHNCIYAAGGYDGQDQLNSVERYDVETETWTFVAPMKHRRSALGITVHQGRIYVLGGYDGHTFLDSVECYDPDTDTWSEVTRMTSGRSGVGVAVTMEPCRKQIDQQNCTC
# CDK5 p35 inh – blocks human CDK5/p35 kinase activity. Recombinant CDK5/p35, ADP-Glo luminescence, 60 min. inhibition, % at 10 µM. 0.01% of 330,000 active;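 active = highest replicate inhibition of at least 50% and at least 75% of replicates reaching 50%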;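 note: plate controls were DMSO neutral control for no effect and GW8510 at 10 µM for full effect; many of its hits are not listed in these tables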
# Rtt109 HAT inh – inhibitors of Candida albicans Rtt109/Vps75 histone acetyltransferase | Q5AAJ8 | purified Rtt109/Vps75, ThioGlo CoA-SH fluorescence, 4 h | AID 540336 | inhibition, % at 34.9 µM | 0.16% of 330,000 active;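 active = inhibition of at least 50% in every replicate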
# dFosB activator – enhances mouse delta FosB homodimer DNA binding | P13346 | 0.99% of 340,000 active | AID 493131 | purified delta FosB, TAMRA-CDK5 oligo fluorescence polarization; percent of positive-control signal above neutral wells | activation, % at 25 µM;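 active = mean activation above about 17%, with every replicate also reaching it, limit read from the data, passing the limit was not always enough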;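 note: fluorescence polarization rise as delta FosB binds a TAMRA Cdk5 AP-1 oligo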
# Target sequence (P13346 whole entry, looked up): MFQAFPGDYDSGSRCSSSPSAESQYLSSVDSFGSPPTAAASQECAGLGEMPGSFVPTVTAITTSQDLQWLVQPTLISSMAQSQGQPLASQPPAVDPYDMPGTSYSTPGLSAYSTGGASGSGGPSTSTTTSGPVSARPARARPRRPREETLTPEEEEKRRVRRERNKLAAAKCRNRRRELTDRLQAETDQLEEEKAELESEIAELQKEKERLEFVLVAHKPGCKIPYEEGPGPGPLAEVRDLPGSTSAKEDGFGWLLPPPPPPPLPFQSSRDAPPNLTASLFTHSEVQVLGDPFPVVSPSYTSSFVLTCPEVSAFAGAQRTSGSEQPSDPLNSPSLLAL
# NSD2 HMT inh – NSD2 (human) methyltransferase inhibition; O96028; AID 743445; 0.54% of 310,000 active; NSD2 peptide methylation, AlphaScreen, 120 min; inhibition, % at 12.5 µM; in the data active = inhibition above about 50%
# * marks the source's active call; other numbers are inactive results; · = not tested or not shown.
cpd	mol	RTF Ca sens act	C-LANA FP	NSD2 HMT inh	Cardiac RTF inh	dFosB activator	Mot1-301 SUMO	PvdQ inh	CDK5 p35 inh	Keap1 Nrf2 FP	Rtt109 HAT inh	PfHsp90 yeast 2
1	CN1c2ccccc2Oc2ccccc21	1	-1.8	13	-2	2	-11	-7	-0.7	1	-6	-7
2	CCOC(=O)c1c(-n2c(C)cc(/C=C3\C(=O)NC(=O)N(C)C3=O)c2C)sc2c1CCCC2	-5	-2.6	8	11	2	-16	3	0.2	-8	3	-8
3	O=c1[nH]c(=O)n(-c2ccc(Br)cc2)c(O)c1C=NCCN1CCCCC1	-1	2.2	0	-5	-6	79	-18	0.1	-4	-8	-10
4	COC(=O)C1=C(c2cccc(C#N)c2)C[C@@H]2CC[C@H]1N2C(=O)NCc1ccc(F)cc1	-5	1.9	·	2	-5	13	-19	-0.6	-6	-4	2
5	COc1cccc(-n2c(O)c(C=NCc3ccc4c(c3)OCO4)c(=O)[nH]c2=O)c1	10	1.5	0	-2	-4	5	-3	-0.4	-6	3	-4
6	O=[N+]([O-])c1ccc(N2CCNCC2)cc1N1CCCCC1	-4	-0.1	5	4	-1	28	11	1.6	-2	·	-13
7	COc1ccc2c(c1)NP(=S)(c1ccccc1)N2C (stereo unspecified)	4	2.7	9	-5	-6	·	-15	0.4	-2	4	-4
8	CC(=O)OC1CCC2(C)C(CCC3C4CC(N5CC5)C(C(C)=O)C4(C)CC(=O)C32)C1 (stereo unspecified)	-2	-2.2	0	-11	1	·	0	-1.5	6	13	2
9	COC(=O)c1ccc(C(C(=O)NC2CCCCC2)N(CCN2CCOCC2)C(=O)Cc2cccs2)cc1 (stereo unspecified)	-5	-0.5	1	-10	-8	195	9	1.6	-5	9	8
10	CCCOc1ccc(C(=O)NC(=S)N2C[C@H]3C[C@H](C2)c2cccc(=O)n2C3)cc1	2	1.3	·	6	-4	-1	20	2.5	-5	-3	5
11	COC(=O)C1=C(c2ccc(-c3ccccc3)c(F)c2)C[C@@H]2CC[C@H]1N2C(=O)N1CCC(O)CC1	-1	0.7	·	12	-17	-11	3	-0.2	1	8	14
12	COC(=O)C1=C(c2c(C)noc2C)C[C@@H]2CC[C@H]1N2C(=O)NC1Cc2ccccc2C1	-3	-0.1	·	-13	3	17	1	0.9	1	5	-5
13	O=c1cccc2n1CC1CC2CN(S(=O)(=O)c2cc(Cl)ccc2Cl)C1 (stereo unspecified)	-4	0.0	-3	0	-5	24	-17	-1.0	-4	-10	-26
14	O=P(Nc1ccccc1)(Oc1ccccc1)Oc1ccccc1	5	-0.8	-1	-4	-14	-2	-14	-2.1	-2	-14	-6
15	CC1CCCCN1CC(O)c1c[nH]c2ccccc12 (stereo unspecified)	3	1.6	3	-12	-3	-25	-12	0.5	-6	6	55
16	CN(C)CCNC(=O)c1cccn(Cc2cccc(C(F)(F)F)c2)c1=O	·	-0.3	-1	·	-3	-1	4	0.8	1	-4	-9
17	COc1c2c(cc3c1OCO3)CCN(C)C2	1	-0.2	·	-8	-1	-3	-11	1.3	-5	-39	12
18	O=C(CCc1ccccc1)N1C[C@H]2C[C@@H](C1)c1cccc(=O)n1C2	7	0.7	·	-4	0	2	-13	-1.1	-5	-5	-12
19	COc1ccc(-c2[nH]ncc2CNC(C)Cc2ccsc2)c(F)c1 (stereo unspecified)	-2	0.2	1	3	-4	5	2	-0.9	1	-3	-2
20	CC(N=Cc1c(O)n(C2CC2)c(=S)[nH]c1=O)c1ccccc1 (stereo unspecified)	-2	-1.0	0	2	0	23	-1	1.0	-1	-1	-10
21	CC(C)[C@H](NC(=O)N1C[C@H]2C[C@@H](C1)c1cccc(=O)n1C2)C(=O)Nc1ccccc1F	3	1.2	·	-1	-3	-2	-10	-1.7	-1	2	14
22	C=C1[C@H]2CC[C@H]3[C@]4(C)C[C@H](O[C@H]5O[C@H](CO)[C@@H](OS(=O)(=O)O)[C@H](OS(=O)(=O)O)[C@H]5OC(=O)CC(C)C)C[C@@H](C(=O)O)[C@H]4CC[C@]3(C2)[C@H]1O	9	1.2	·	3	5	-1	2	-0.9	-4	12	2
23	O=[N+]([O-])c1cccc(CN2CC=C(c3ccc(F)cc3)CC2)c1	-3	-0.6	2	-6	3	18	-3	-0.6	-2	-1	6
24	COc1ccc2c3c([nH]c2c1)C(C)NCC3 (stereo unspecified)	14	1.9	·	-8	0	-2	-8	1.7	-5	6	-31
25	CCOc1ccccc1-n1c(O)c(C=Nc2ccc(N(CC)CC)cc2)c(=O)[nH]c1=O	5	9.2	-3	-5	-3	5	4	0.0	-3	18	10
26	COc1ccc(CC(=O)N(C)C2CCCN(Cc3ccccc3F)C2)cc1OC (stereo unspecified)	3	-0.5	2	-5	2	-1	14	1.2	-1	4	10
27	CC(=O)Nc1ccc(C2CN(C)CC2C(=O)c2ccc(Cl)cc2)cc1 (stereo unspecified)	-2	-0.9	16	-9	-9	-27	3	0.5	-6	-3	12
28	COC(=O)C1=C(c2ccc(Cl)c(C(F)(F)F)c2)C[C@@H]2CC[C@H]1N2C(=O)NCc1ccc2c(c1)OCO2	7	0.2	·	13	-11	17	-14	-7.9	-6	0	14
29	CC(C)[C@H]1C(=O)O[C@@H]2CCN3CC=C(COC(=O)[C@](C)(O)[C@]1(C)O)[C@H]23	5	0.8	5	2	-1	223	-11	0.0	-7	2	24
30	C=CCn1c(O)c(C(CC)=Nc2cccc(C(F)(F)F)c2)c(=O)[nH]c1=O	-4	-2.1	0	-3	12	10	-5	1.1	1	-11	-9
31	O=C1C=C2C=C[C@@H]3CC2(O1)[C@H]1CCCCN31	-1	0.1	·	11	3	3	-11	-0.3	-8	7	-20
32	O=C1NC(=O)N(c2ccccc2)C(=O)/C1=C/c1coc2ccc(O)cc2c1=O	-2	-0.2	11	-18	-11	-7	-11	-1.9	-13	21	9
33	COc1cc2c(cc1OC)[C@H]1C(=O)c3ccc4c(c3O[C@H]1CO2)C[C@@H](C(C)(C)O)O4	-4	-1.6	·	-10	-3	36	7	0.5	2	0	-20
34	BrCC(Br)(Br)Br	-4	0.2	·	-11	5	-22	-10	-0.5	-7	-2	-27
35	CCn1ccnc1CN1CCCC(C(=O)c2cc(F)ccc2OC)C1 (stereo unspecified)	1	-0.3	5	-4	-3	352	-2	0.2	-2	-5	2
36	COc1ccc(C(=O)N/N=C/C23CC[C@@H](O)CC2(O)CC[C@@H]2[C@@H]3CCC3(C)C(C4=CC(=O)OC4)CCC23O)cc1 (stereo partly specified)	5	0.4	1	-6	-16	-9	-6	0.1	1	12	9
37	NP(=O)(OCCCc1ccccc1)Oc1ccc(Cl)cc1 (stereo unspecified)	8	-0.7	·	-9	3	34	9	-0.8	2	4	29
38	COc1cccc(Oc2c(C)oc3cc(OC(=O)N(C)C)ccc3c2=O)c1	-6	-1.3	0	-2	-1	40	0	0.5	-1	2	·
39	COc1ccc(CC(C)Nc2cccc(F)c2)cc1 (stereo unspecified)	-2	-1.6	12	2	8	-9	36*	-0.1	2	-2	-39
40	COc1ccc(N2C(=O)NC(=O)/C(=C\c3ccccc3[N+](=O)[O-])C2=O)cc1	1	-0.6	3	-6	-5	286	-17	-2.1	-3	-2	-12

# Part of the list above, screen by screen:
23	O=[N+]([O-])c1cccc(CN2CC=C(c3ccc(F)cc3)CC2)c1
24	COc1ccc2c3c([nH]c2c1)C(C)NCC3 (stereo unspecified)

Screen / compound no.,23,24
RTF Ca sens act,-3,14
C-LANA FP,-0.6,1.9
NSD2 HMT inh,2,·
Cardiac RTF inh,-6,-8
dFosB activator,3,0
Mot1-301 SUMO,18,-2
PvdQ inh,-3,-8
CDK5 p35 inh,-0.6,1.7
Keap1 Nrf2 FP,-2,-5
Rtt109 HAT inh,-1,6
PfHsp90 yeast 2,6,-31

# The list continues:
cpd	mol	RTF Ca sens act	C-LANA FP	NSD2 HMT inh	Cardiac RTF inh	dFosB activator	Mot1-301 SUMO	PvdQ inh	CDK5 p35 inh	Keap1 Nrf2 FP	Rtt109 HAT inh	PfHsp90 yeast 2
41	COc1ccc(OCC(=O)N2CCN(C/C=C/c3ccccc3)CC2)cc1	3	-0.5	3	5	-4	73	-10	0.4	-5	-7	-27
42	Nc1cnn(-c2ccccc2)c(=O)c1Cl	0	1.6	-4	-7	-4	9	-8	1.3	-1	2	4
43	COC(=O)C1=C(c2ccc(OC)c(OC)c2)C[C@@H]2CC[C@H]1N2C(=O)NCCOc1ccccc1	1	0.9	·	2	-8	17	-8	-2.2	-5	0	-3
44	CN1C(=O)C(C)(C2=CCCCC2)C(=O)NC1=S (stereo unspecified)	-1	2.4	0	-4	6	·	-15	0.2	2	-3	12
45	O=S(=O)(c1ccc(F)cc1)N1CN2CCN(C2)C1	2	-0.5	-2	2	5	8	8	2.5	-2	-2	-4
46	COc1ccc(C(=O)C2CCCN(C3CSCCSC3)C2)c(C)c1 (stereo unspecified)	1	0.0	·	-1	-4	-4	-13	-1.6	2	-1	-5
47	C(=NN1CCCCCC1)c1c[nH]c2ccccc12	-5	1.4	2	8	-5	·	-11	-3.2	-6	-2	·
48	CN(C)c1ccc(N=Cc2c(O)n(CCC3=CCCCC3)c(=O)[nH]c2=O)cc1	9	0.7	·	-7	-3	-3	-4	1.3	-3	-4	-54
49	c1ccc(Cn2ccnc2)cc1	7	1.2	·	7	-5	-13	-2	0.2	-1	-2	7
50	COC(=O)C1=C(c2cc3ccccc3s2)C[C@@H]2CC[C@H]1N2C(=O)NC1CCCCC1	-2	-1.4	·	-1	4	-12	4	4.9	-2	17	6
51	CC1(C)CC(=O)C2=C(C1)NC(=O)C21C(C(=O)OC(C)(C)C)=C(N)Oc2ccc(Br)cc21 (stereo unspecified)	-5	-2.2	62*	-9	-19	-20	-12	-4.0	-2	-2	·
52	CN(C)P(=O)(NC(=O)c1cccn1C)N(C)C	15	0.1	5	-20	-7	195	-15	-2.5	-3	-1	-4
53	COC(=O)C(O)(c1ccc(NC(=S)NC(=O)c2ccccc2)cc1)C(F)(F)F (stereo unspecified)	2	-0.8	2	2	-17	7	3	-0.1	-3	7	·
54	CC(C)Cc1nnc(NC(=O)CCC(=O)N2CCC3(CC2)OCCO3)s1	3	2.6	-1	-7	-11	-5	-16	0.8	1	-1	0
55	COc1ccc(-c2nn(CCC#N)cc2C(=O)Nc2ccc(C(C)=O)cc2)cc1[N+](=O)[O-]	5	-0.5	-4	3	-9	7	-10	-1.0	-5	-6	-15
56	CCc1cc(=O)oc2cc(OCC(=O)N3C[C@H]4C[C@@H](C3)c3cccc(=O)n3C4)ccc12	3	-1.8	·	-3	-6	-10	-8	-0.5	-3	3	-24
57	Nc1c2c(nc3sc4c(c13)CCCC4)CCCCC2	-6	0.5	2	0	-8	41	9	0.3	1	-2	12
58	CCn1nc(-c2ccccc2)nc2c(=O)n(C)c(=O)nc1-2	7	30	·	-21	-11	44	14	1.4	0	-8	107*
59	CSc1ccc(C(=O)C2CCCN(Cc3cnc(SC)nc3)C2)cc1 (stereo unspecified)	-2	0.9	4	-5	-5	305*	15	-0.4	-5	·	19
60	Fc1cccc(CCNCc2ccccn2)c1	-6	3.5	2	0	-4	-11	2	1.2	3	-4	2

# A portion of the library; rates above refer to the full screens.
